Screening data from PubChem BioAssay.
FLuc counter = firefly luciferase modulation, counter-screen for miR-21 project | P08659 | purified FLuc, Km substrates, luminescence inhibition | Potency, µM (highest dose often 57.5 µM), without a hit: at the highest dose activity change, negative = inhibition, hits mostly inhibitors | actives 6.9% (n = 360,000); active = well fitted inhibition curve with a large enough effect; inconclusive = small, poorly fitted or top-dose-only effect;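 note: plate controls were vehicle for no effect and reference inhibitor for full effect; nearly all actives have a fitted effect of over 55% in size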
Target sequence (P08659 whole entry, looked up): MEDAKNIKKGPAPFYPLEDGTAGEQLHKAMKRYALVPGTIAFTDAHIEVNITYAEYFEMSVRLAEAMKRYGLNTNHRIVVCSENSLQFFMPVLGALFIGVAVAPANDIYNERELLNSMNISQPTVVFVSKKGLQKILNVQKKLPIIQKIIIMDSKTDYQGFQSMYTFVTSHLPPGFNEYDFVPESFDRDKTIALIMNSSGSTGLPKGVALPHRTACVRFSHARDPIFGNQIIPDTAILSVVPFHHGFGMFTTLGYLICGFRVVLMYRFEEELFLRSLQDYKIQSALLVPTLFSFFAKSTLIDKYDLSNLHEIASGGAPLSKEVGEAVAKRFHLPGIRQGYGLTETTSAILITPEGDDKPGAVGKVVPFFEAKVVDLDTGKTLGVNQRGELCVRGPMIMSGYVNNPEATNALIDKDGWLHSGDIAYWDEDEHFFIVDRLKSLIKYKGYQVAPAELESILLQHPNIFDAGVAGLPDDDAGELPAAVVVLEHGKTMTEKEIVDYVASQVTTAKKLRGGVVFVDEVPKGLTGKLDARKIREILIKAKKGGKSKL
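Purified P. pyralis luciferase, 10 nM final, with Km-level 10 uM D-luciferin and 10 uM ATP in 50 mM Tris acetate pH 7.5, 10 mM Mg acetate, 0.01% Tween-20, 0.05% BSA; 6-point qHTS titration about 60 µM downward; luminescence read.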
* = called active by the depositor; ? = inconclusive. Potency is the fitted concentration of half-maximal effect.

SMILES | FLuc counter
CCOc1ccc(-c2cn3c(n2)sc2cc(C(=O)NCCCN(CC)CC)ccc23)cc1 | 3%
CN(CCCNC(=O)Cn1ncc2c([nH]c3ccccc32)c1=O)Cc1ccccc1 | 0%
COc1ccccc1NC(=O)C1CCCN(c2nnc(C)c3c(C)n(-c4ccccc4)nc23)C1 (stereo unspecified) | -19%
COc1cccc(CNC(=O)c2sc3nc[nH]c(=O)c3c2C)c1 | -8%
Cc1c(C(=O)N2CCC(C(=O)Nc3ccc(F)cc3)CC2)sc2nc[nH]c(=O)c12 | -2%
CC(=O)N1CCOc2cc(S(=O)(=O)NCc3ccc(C)cc3)c(C)cc21 | -19%
CCC12CN3CC(C)(CN(C1)C3c1c[nH]c3ccc(OC)cc13)C2=O (stereo unspecified) | -6%
COc1ccc2c(c1)sc1ncc(C(=O)NCc3ccc(OC(C)C)cc3)c(=O)n12 | 4%
COc1cc2c(cc1OC)C(c1ccc(Cl)cc1)N(c1ccc(C)c(F)c1)C(=O)C2 (stereo unspecified) | -1%
O=C(C1CCN(S(=O)(=O)c2ccc(Br)s2)CC1)N1CCN(c2cccc(C(F)(F)F)c2)CC1 | -5%
O=C(NC1CCCC1)c1ccc(CSc2nc3cccnc3n2Cc2ccccc2F)cc1 | -17%
COc1ccc(NC(=O)CC2C(=O)N(c3cccc(C)c3)C(=O)N2Cc2cccnc2)cc1 (stereo unspecified) | 2%
Cc1ccc2onc(CC(=O)Nc3cccc(C(F)(F)F)c3)c2c1 | -1%
O=C(OCC1CCCO1)c1ccc2c(c1)N(Cc1ccccc1F)C(=O)c1ccccc1S2(=O)=O (stereo unspecified) | -7%
CN1C(=O)c2ccccc2Sc2ccc(NC(=O)N3CCN(c4cccc(Cl)c4)CC3)cc21 | -6%
Cc1ccc(NS(=O)(=O)c2c(C(=O)N3CCCCCC3)c(C)n(C)c2C)cc1F | 4%
Cc1cc(NC(=O)C2CCCN(S(=O)(=O)c3ccc(Br)s3)C2)ccc1Br (stereo unspecified) | -8%
COC(=O)CCc1sc(Nc2ccc(OC)cc2)nc1-c1ccc(OC)cc1 | -7%
Cc1cc(O)c(C(c2ccccc2)N2CCN(C)CC2)c(=O)n1Cc1ccco1 (stereo unspecified) | -4%
Cc1ccc(CCNC(=O)Cn2c(-c3cccs3)cc3ccccc32)cc1 | 1%
COc1cccc(NC(=O)CSc2nc3c([nH]c4ccccc43)c(=O)n2-c2cc(C)cc(C)c2)c1 | -2%
Cc1c(-c2cccc(NC(=O)c3ccc(F)c(F)c3)c2)nc2ncccn12 | -15%
CCOc1ccccc1OCCCn1c(-c2ccc(Cl)cc2)nc2ccccc2c1=O | -6%
O=S(=O)(c1ccc(Cl)cc1)c1nc(-c2ccco2)oc1SCc1ccccc1F | 2%
CCC(=O)OCc1cnc(C)c2oc(=O)c(C(=O)Nc3ccc(CC)cc3)cc12 | 0%
CCOc1ccc(CNS(=O)(=O)c2ccc(-c3cc(C(F)(F)F)on3)s2)cc1 | 0%
CC(C)CC(NC(=O)C1CCCCC1)C(=O)Nc1cccc(C(F)(F)F)c1 (stereo unspecified) | 2%
COc1cccc(NC(=O)c2oc3ccccc3c2NC(=O)Cc2cccc(C)c2)c1 | -1%
O=C(Nc1c(C(=O)N2CCN(c3ccccc3F)CC2)oc2ccccc12)c1cccc(F)c1 | -2%
CCN(CC)S(=O)(=O)c1ccc2c(c1)N(CC(=O)NCCCN1CCN(c3cc(C)ccc3C)CC1)C(=O)CO2 | -1%
Cn1c(SCC(=O)N2CCCc3ccccc32)ncc(C(=O)Nc2ccc(F)cc2)c1=O | ?
O=C(Cn1cc(S(=O)(=O)Cc2cccc(Cl)c2)c2ccccc21)NCc1ccccc1Cl | -14%
CCN(CC)CCNC(=O)Cn1nc(C)c2c(C)n(-c3ccccc3)nc2c1=O | 3%
COc1cc(Cl)c(C)cc1NC(=O)c1cc2c(Cl)nc3ccc(C)cc3c2s1 | -3%
O=C(CC(NCc1cccnc1)C(=O)O)Nc1ccc(O)cc1 (stereo unspecified) | -1%
COc1ccccc1NC(=O)Cn1c(=O)n(CCC(=O)NCC2CCCO2)c(=O)c2cc(OC)c(OC)cc21 (stereo unspecified) | -5%
Cc1ccc(OCC(=O)Nc2nnc(SCc3cc(=O)c4ccccc4[nH]3)s2)cc1C | ?
CCc1ccc(NC(=O)CSc2ccc3nc(-c4ccc(OC)cc4)cn3n2)cc1 | 2.7µM*
Oc1c(C(c2ccccc2F)N2CCCCC2)sc2nc(-c3ccco3)nn12 (stereo unspecified) | ?
CC(C)Sc1ncc(Cl)c(C(=O)Nc2nc3ccc(S(C)(=O)=O)cc3s2)n1 | ?
COc1ccc(N2CCN(S(=O)(=O)CCNC(=O)Cc3ccc(OC)c(OC)c3)CC2)cc1 | -2%
COC(=O)c1ccccc1-n1cc2c(c1-c1cccc(C)c1)c(=O)n(C)c(=O)n2C | 7%
CCOCCCNC(=O)C(c1ccc(C)cc1)N(Cc1cccs1)C(=O)c1ccc(NC(C)=O)cc1 (stereo unspecified) | 1%
CC(C)c1ccc(NC(=O)c2cc3c(s2)-c2ccccc2SC3)cc1 | -11%
N#C/C(=C\c1ccc(F)cc1)C(=O)NCC1CCCO1 (stereo unspecified) | 3%
COc1ccc(-c2cc(C(=O)NCCc3ccccc3)c3cc(C(C)C)ccc3n2)cc1 | -13%
Cc1ccc(C)c(N2CCN(S(=O)(=O)c3cc(-c4cc(C)no4)ccc3C)CC2)c1 | -6%
O=C1c2[nH]nc(-c3ccccc3O)c2C(c2cccc(Br)c2)N1Cc1ccncc1 (stereo unspecified) | -2%
CCOC(=O)c1ccc(NC(=O)c2c(NCc3cccc(OC)c3)sc3c2CCC3)cc1 | 0%
O=C(NCc1ccccc1)c1cc(Sc2cccc(Cl)c2)nc2ccccc12 | 3%
COc1ccc(CNC(=O)CCCc2cn(C)c3ccccc23)c(OC)c1 | -2%
O=c1cc(-c2ccccc2)c2ccc3c(c2o1)CN(Cc1ccccc1)CO3 | -1%
Cc1ccc(NC(=O)c2sc3nc(-c4ccc(F)cc4)ccc3c2N)cc1F | 1%
CCCN(CCC)C(=O)Cn1c(=O)n(-c2cccc(C(F)(F)F)c2)c(=O)c2c(C)c(C)sc21 | -1%
CCc1ccccc1NC(=O)Cn1cc2c(n1)CCC(C)C2 (stereo unspecified) | -7%
CC(C)c1ccc(NC(=O)[C@H]2O[C@@H]3OC(C)(C)O[C@@H]3[C@H]3OC(C)(C)O[C@H]32)cc1 | -1%
Cc1ccc(CNS(=O)(=O)c2c(C)nc3sc(C)cn3c2=O)cc1 | -4%
Cc1cccc(CNC(=O)c2cnc3sc(N4CCOCC4)nn3c2=O)c1 | 2%
CCOc1ccc(NC(=O)CC2C(=O)N(c3ccc(OC)cc3)C(=O)N2C2CCCCC2)cc1 (stereo unspecified) | -1%
CCCCN(C)CCNC(=O)Cn1ncc2c3ccccc3n(CCC)c2c1=O | -5%

Carrying on:
SMILES | FLuc counter
Cc1ccc(C(=O)NCC(c2cccs2)S(=O)(=O)c2cccs2)cc1C (stereo unspecified) | 1%
O=C(C1CCC(Cn2c(=O)c3sccc3n(Cc3ccccc3F)c2=O)CC1)N1CCOCC1 (stereo unspecified) | -7%
CCOC(=O)c1ccc(Nc2ncnc3c2cnn3-c2cccc(Cl)c2)cc1 | -14%
CCc1ccccc1OCCSc1nnc(-c2cc(OC)c(OC)c(OC)c2)o1 | ?
CCc1ccccc1NC(=O)Cn1nc(N2CCN(c3ccccc3OC)CC2)ccc1=O | -1%
COc1ccc(CN(C(=O)Nc2ccc(C)c(F)c2)C2CCN(C(C)=O)CC2)cc1 | 3%
CSc1ccccc1NC(=O)CCS(=O)(=O)c1nc(-c2cccs2)cc(C(F)(F)F)n1 | ?
CCOc1ccc(-c2csc(-c3c(N)c(C(=O)c4ccc5c(c4)OCO5)n4ccccc34)n2)cc1 | -1%
CCOc1ccc(CNCCCSc2nnnn2C)cc1OC | -1%
CCN1CCc2nc3sc(C(=O)Nc4ccccc4OC(F)(F)F)c(N)c3cc2C1 | 0%
CCOc1ccc(Nc2nc(Nc3ccc(OCC)cc3)nc(N3CCOCC3)n2)cc1 | -5%
CCOc1ccc(NC(=O)c2cc(=O)c3cc(CC)ccc3o2)cc1 | 1%
CCCC(=O)Nc1cc(-c2nnc3c4ccccc4c(C)nn23)ccc1C | -14%
COc1cccc(CNC(=O)c2ccc3c(=O)n4nc(Nc5ccccc5)sc4nc3c2)c1 | -6%
Cc1ccc2c(c1)N(CC(=O)NCc1cccc(Cl)c1)C(=O)c1cccnc1O2 | -9%
COCc1cc(C)nc2sc3c(c12)NC(c1ccc(NC(C)=O)cc1)N(c1ccc(C)cc1)C3=O (stereo unspecified) | -19%
Cc1ccc(CN2CCCn3nc(C(=O)NCc4ccc(N(C)C)cc4)cc3C2=O)cc1 | -1%
O=C(NCc1ccco1)c1ccc(Cn2c(SCc3ccccc3F)nc3cccnc32)cc1 | 8.5µM*
Cc1nnc(N2CCCC(C(=O)Nc3ccccc3C(F)(F)F)C2)c2nn(-c3ccccc3)c(C)c12 (stereo unspecified) | -7%
O=C(CCCCCn1c(=O)[nH]c2ccccc2c1=O)NCCc1ccccc1 | 1%
CCCC(C(=O)Nc1cc(C)c(Cl)cc1OC)N1Cc2ccccc2C1=O (stereo unspecified) | -12%
Cc1ccc(-c2nc3cc(NC(=O)Cc4ccc(Cl)cc4)ccc3o2)cc1 | 0%
CCCCc1nn2c(=O)cc(COC(=O)c3ccc(NC(=O)CCc4ccccc4)cc3)nc2s1 | -4%
COC(=O)c1c(NC(=O)Cc2coc3ccc(C(C)C)cc23)sc2c1CCC2 | -7%
CCC(C)NC(=O)c1c2c(nc3ccccc13)C(=O)N(C1CCCCC1)C2 (stereo unspecified) | -1%
Cc1ccc(-c2nc3c4cnn(-c5cc(Cl)ccc5Cl)c4ncn3n2)cc1 | -6%
Cc1cc(C)cc(NC(=O)C2CCCN(c3nnc(C)c4c(C)n(-c5ccccc5)nc34)C2)c1 (stereo unspecified) | -2%
Cc1ccccc1-c1nn2c(=O)cc(CN3CCN(C(=O)c4ccccc4Br)CC3)nc2s1 | 6%
O=C(CSc1c2c(nc3ccccc13)CCC2)Nc1ccc(F)cc1F | -13%
CCCCOC(=O)Cn1nnc2sc(-c3ccccc3)cc2c1=O | -3%
CCOc1ccccc1C(=O)N1CC(=O)Nc2ccc(C)cc2C1c1ccccc1 (stereo unspecified) | 5%
O=C(Nc1ccc2nc(SCC(=O)N3CCCc4ccccc43)sc2c1)c1cccc(F)c1 | -15%
Cc1ccc(C)c(N2CCN(S(=O)(=O)c3c(C(=O)N4CCC(C)CC4)c(C)n(C)c3C)CC2)c1 | 4%
COc1ccc(NC(=O)c2ccc(NC(=O)CCS(=O)(=O)c3cccs3)cc2)cc1OC | -1%
CCN(CC)C(=O)CSc1nnc2ccc3ccccc3n12 | -11%
Cc1cc(C)cc(NC(=O)CSc2nc(=O)[nH]c3c2CCC3)c1 | -11%
COc1ccc(Nc2c(-c3ccc(C)o3)nc3ccc(Cl)cn23)cc1 | 4%
Cc1ccc(C)c(N2CCN(C3=C(c4ccccc4)C(=O)c4ccccc43)CC2)c1 | 1%
O=C(NCc1ccc(F)cc1)c1c2c(nc3ccccc13)C(=O)N(C1CCCCC1)C2 | -10%
CCOC(=O)c1c(NC(=O)c2ccc(OCC)c(Br)c2)sc2c1CCCC2 | -3%

Already shown: an excerpt of the list.
SMILES | FLuc counter
O=C(NCc1ccc(F)cc1)c1c2c(nc3ccccc13)C(=O)N(C1CCCCC1)C2 | -10%
CCOC(=O)c1c(NC(=O)c2ccc(OCC)c(Br)c2)sc2c1CCCC2 | -3%

Next structures
SMILES | FLuc counter
COc1ccc(CCNS(=O)(=O)c2c(C)nc3sc(C)cn3c2=O)cc1OC | -3%
O=C(NC1CCCCCC1)C1CCN(C(=O)N2CCOc3ccccc32)CC1 | ?
O=C(NCc1ccccc1Cl)c1cnc(N2CCOCC2)c2ccccc12 | -2%
CCOC(=O)C(CC)n1nc(C)c2c(C)n(-c3ccc(C)cc3)nc2c1=O (stereo unspecified) | -8%
CCCCc1ccc(Nc2ncnc3c2cnn3-c2ccc(C)cc2)cc1 | -10%
COc1cc(OC)c(NC(=O)CC(C)S(=O)(=O)c2ccc3c(c2)NC(=O)CO3)cc1Cl (stereo unspecified) | -9%

Of the compounds above, 13 have two or more sulfur atoms.
SMILES | FLuc counter
O=C(C1CCN(S(=O)(=O)c2ccc(Br)s2)CC1)N1CCN(c2cccc(C(F)(F)F)c2)CC1 | -5%
Cc1cc(NC(=O)C2CCCN(S(=O)(=O)c3ccc(Br)s3)C2)ccc1Br (stereo unspecified) | -8%
O=S(=O)(c1ccc(Cl)cc1)c1nc(-c2ccco2)oc1SCc1ccccc1F | 2%
CCOc1ccc(CNS(=O)(=O)c2ccc(-c3cc(C(F)(F)F)on3)s2)cc1 | 0%
Cc1ccc(OCC(=O)Nc2nnc(SCc3cc(=O)c4ccccc4[nH]3)s2)cc1C | ?
CC(C)Sc1ncc(Cl)c(C(=O)Nc2nc3ccc(S(C)(=O)=O)cc3s2)n1 | ?
CC(C)c1ccc(NC(=O)c2cc3c(s2)-c2ccccc2SC3)cc1 | -11%
Cc1ccc(CNS(=O)(=O)c2c(C)nc3sc(C)cn3c2=O)cc1 | -4%
Cc1ccc(C(=O)NCC(c2cccs2)S(=O)(=O)c2cccs2)cc1C (stereo unspecified) | 1%
CSc1ccccc1NC(=O)CCS(=O)(=O)c1nc(-c2cccs2)cc(C(F)(F)F)n1 | ?
O=C(Nc1ccc2nc(SCC(=O)N3CCCc4ccccc43)sc2c1)c1cccc(F)c1 | -15%
COc1ccc(NC(=O)c2ccc(NC(=O)CCS(=O)(=O)c3cccs3)cc2)cc1OC | -1%
COc1ccc(CCNS(=O)(=O)c2c(C)nc3sc(C)cn3c2=O)cc1OC | -3%

An excerpt; rates above refer to the full screens.
